SENP1 inh – human SENP1 catalytic domain inhibitors, primary screen, biochemical, FRET, uHTS; Sentrin-specific protease 1 (Homo sapiens), Q9P0U3; 360,000 compounds, 0.21% hits; inhibition, % at 10 µM; recombinant SENP1 catalytic domain, CyPet-SUMO1-YPet FRET cleavage;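 active means inhibition at least 30% at 10 µM, raw YFP signal under a set limit, fluorescence ratio 0.5 to 1.5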;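 further: 0% = enzyme with DMSO and 100% = no enzyme wells; some results filed as inactive read as strong as hits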
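Controls: no-enzyme wells low, DMSO-plus-enzyme wells high control. Test system: human recombinant His6-tagged SENP1 catalytic domain enzyme. Reagent: SFCypet-SUMO1-SFYpet FRET protein substrate, 25 nM final. Doses: one dose per compound, 10 µM, 0.5% DMSO. Detection: FRET, CFP and YFP emission. Timing: 50 min reaction at room temperature.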
SENP7 block – SENP7 protease inhibitors, primary screen, biochemical, luminescence, uHTS | Sentrin-specific protease 7 (Homo sapiens), Q9BQF6 | recombinant SENP7, Z-RLRGG-aminoluciferin luminescence, 40 min | inhibition, % at 5 µM | 330,000 compounds, 1.5% hits | AID 434973, 2010;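 active means inhibition above about 50% at the single test dose, limit read from the data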;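 further: plate controls were DMSO with enzyme for no effect and no enzyme buffer wells for full effect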
Target sequence (Q9BQF6 706-1050 limits assumed): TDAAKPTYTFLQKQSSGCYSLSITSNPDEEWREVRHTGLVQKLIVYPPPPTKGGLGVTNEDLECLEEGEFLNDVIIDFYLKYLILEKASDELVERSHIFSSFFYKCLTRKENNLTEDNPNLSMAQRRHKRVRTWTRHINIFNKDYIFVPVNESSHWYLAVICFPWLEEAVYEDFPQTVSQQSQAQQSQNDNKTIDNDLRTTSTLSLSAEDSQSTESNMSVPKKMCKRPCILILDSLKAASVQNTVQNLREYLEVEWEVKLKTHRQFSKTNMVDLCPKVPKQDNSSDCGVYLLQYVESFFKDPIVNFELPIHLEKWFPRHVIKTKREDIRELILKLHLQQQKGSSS
SENP8 block-1 – SENP8 protease inhibitors, primary screen, biochemical, luminescence | Sentrin-specific protease 8 (Homo sapiens), Q96LD8 | purified SENP8, Z-RLRGG-aminoluciferin cleavage | inhibition, % at 10 µM | 330,000 compounds, 1.2% hits | AID 2540, 2010; in the data active means inhibition above about 50%
Target sequence (Q96LD8 whole entry, looked up): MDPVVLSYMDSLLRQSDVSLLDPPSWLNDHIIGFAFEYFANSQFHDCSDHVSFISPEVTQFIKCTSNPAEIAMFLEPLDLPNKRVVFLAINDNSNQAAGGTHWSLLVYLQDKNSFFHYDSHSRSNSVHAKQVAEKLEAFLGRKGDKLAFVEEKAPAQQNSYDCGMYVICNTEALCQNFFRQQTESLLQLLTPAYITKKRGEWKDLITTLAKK
Apaf1 inhib – inhibitors of human Apaf-1 apoptosome, primary screen, biochemical, DEVD-Rh110 fluorescence, uHTS; reconstituted apoptosome caspase-3 activity; inhibition, % at 20 µM; 330,000 compounds, 0.71% hits; AID 489030, 2010; active means inhibition of at least 40% at 20 µM;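 further: plate controls were DMSO wells for no effect and DEVD-CHO caspase inhibitor wells for full effect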
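Assay system – apoptosome proteins · Medium – Hepes buffer, pH 7.5 · Also added – cytochrome c with DEVD-Rh110 · Timing – 30 min compound preincubation, 50 min activation, room temperature · Detection – Rh110 fluorescence, excitation 480 nm, emission 540 nm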
SENP6 inh – SENP6 protease inhibitors, primary screen, biochemical, luminescence, uHTS; 330,000 compounds, 1.8% hits; Sentrin-specific protease 6 (Homo sapiens), Q9GZR1; Recombinant SENP6 catalytic domain, aminoluciferin luminescence; inhibition, % at 10 µM; AID 2599, 2010;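 active means inhibition above about 50% at the single tested dose, limit read from the data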;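 further: plate controls were DMSO wells with enzyme for no effect and DMSO wells lacking enzyme for full effect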
Target sequence (Q9GZR1 628-1112 limits assumed): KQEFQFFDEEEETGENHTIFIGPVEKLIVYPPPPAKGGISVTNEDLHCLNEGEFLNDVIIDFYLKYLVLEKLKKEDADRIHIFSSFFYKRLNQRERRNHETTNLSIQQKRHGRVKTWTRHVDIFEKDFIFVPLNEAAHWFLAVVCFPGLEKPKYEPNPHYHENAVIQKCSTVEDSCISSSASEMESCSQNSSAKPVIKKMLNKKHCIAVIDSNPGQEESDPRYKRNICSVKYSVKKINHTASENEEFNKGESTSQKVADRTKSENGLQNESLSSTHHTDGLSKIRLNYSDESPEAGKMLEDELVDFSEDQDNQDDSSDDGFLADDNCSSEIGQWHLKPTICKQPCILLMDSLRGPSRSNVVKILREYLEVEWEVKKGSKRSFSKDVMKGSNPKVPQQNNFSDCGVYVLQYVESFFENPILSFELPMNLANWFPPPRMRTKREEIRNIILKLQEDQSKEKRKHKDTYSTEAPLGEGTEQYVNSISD
HKDC1 inh – HKDC1 hexokinase inhibitors, primary screen, biochemical, fluorescence, uHTS; Q2TB90; AID 493160, 2011; 340,000 compounds, 0.16% hits; recombinant HKDC1, G6PDH/diaphorase resazurin coupled fluorescence; inhibition, % at 20 µM;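 active means inhibition above about 35% when tested at 20 µM, limit read from the data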;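 further: plate controls were DMSO wells with enzyme for no effect and DMSO wells lacking enzyme for full effect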
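System: Recombinant HKDC1 hexokinase | Amount: HKDC1 at 5 µg/mL | Reagent: Glucose with 1 mM ATP | Doses: Single 20 µM dose | Incubation: Reaction time 90 min, room temperature, protected from light | Signal: Coupled resazurin fluorescence, excitation 525 nm, emission 613 nm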
PfG6PD inh – PfG6PD enzyme inhibitors, primary screen, biochemical, fluorescence intensity, uHTS. glucose-6-phosphate dehydrogenase-6-phosphogluconolactonase (Plasmodium falciparum 3D7). PfGluPho enzyme, NADPH resazurin-diaphorase fluorescence. inhibition, % at 20 µM. 350,000 compounds, 0.78% hits. AID 504690, 2011;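 active means inhibition reaching at least a set limit at 20 µM in the primary screen, cut at about 59% in these data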;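 further: 0% = DMSO wells with substrate and 100% = DMSO wells lacking glucose-6-phosphate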
SENP8 block-2 – human SENP8 protease inhibitors, primary screen, biochemical, fluorescence, Nedd8 protein substrate, uHTS. Sentrin-specific protease 8 (Homo sapiens), Q96LD8. recombinant SENP8. inhibition, % at 20 µM. 360,000 compounds, 0.64% hits. AID 602440, 2012; in the data active means inhibition mostly above about 40%, no sharp cut-off; inactive means mostly below about 27%
Active calls of the source: *; x = not tested or not shown. The order is random; any-hit rate near 3.6%.

SMILES | SENP1 inh | SENP7 block | SENP8 block-1 | Apaf1 inhib | SENP6 inh | HKDC1 inh | PfG6PD inh | SENP8 block-2
CC(Oc1ccc(Cl)cc1)C(=O)NCCN1C(=O)S/C(=C\c2cccnc2)C1=O (configuration not stated) | -6 | -4 | -6 | -4 | -4 | 13 | 3 | 16
Cc1nc2c3cc(Cl)ccc3n(CCN3CCCCC3)c2s1 | 0 | -22 | -5 | -4 | -16 | -1 | 35 | 9
O=C(NCCC1=CCCCC1)c1c(O)nc2sccn2c1=O | -1 | -3 | -5 | 5 | 2 | 4 | -9 | 3
O=C(c1cnc2ccccn2c1=O)N1CCCc2ccccc21 | 3 | 2 | -4 | 2 | -9 | -14 | 0 | 14
CC(C)CCNC(=O)C1CCN(c2nnc(-n3cccc3)s2)CC1 | 3 | 5 | 3 | 4 | 7 | -15 | 9 | 13
O=c1cccccc1NN=C1CCCCC1 | -74 | 3 | 5 | -13 | -5 | 8 | 10 | -74
COc1cccc(-c2nnc(SCC(=O)Nc3cc(C)on3)n2C)c1 | 1 | 6 | -7 | -12 | -1 | -3 | 3 | 14
COc1ccc(Cl)cc1NC(=S)NNC(=O)C1(C)CC1(Cl)Cl (configuration not stated) | 2 | -4 | -2 | 6 | 8 | 0 | -18 | 8
c1coc(-c2nnc(SCc3cn4ccccc4n3)o2)c1 | -1 | 5 | -3 | 4 | -14 | 1 | 6 | 14
CCN(CC)S(=O)(=O)c1ccc(Cl)c(NC(=O)COC(=O)c2nc3nc(C)cc(C)n3n2)c1 | 2 | 1 | -9 | 4 | 6 | -4 | 0 | 1
CC(=O)c1ccc(S(=O)(=O)N(C)CC(=O)Nc2cccc(S(=O)(=O)N3CCCC3)c2)cc1 | 1 | x | x | x | x | 1 | -10 | 5
COc1ccc(/C=C/c2nc(N)nc(-c3ccccc3O)n2)cc1OC | -4 | -2 | 0 | 7 | 7 | 17 | 0 | -39
COc1ccc(CNC(=O)c2sc(=S)n(-c3ccccc3)c2N)cc1 | -2 | -10 | -8 | 3 | -8 | -6 | 61* | 19
CC(=O)Nc1ccc(N=Nc2ccccc2)cc1[N+](=O)[O-] | 4 | x | x | x | x | -5 | -1 | 37
Cc1csc2c(=O)sc(NC(=O)c3ccc(F)cc3)nc12 | -112 | 4 | -2 | 1 | -22 | -9 | 8 | -123
COc1ccc(CNC[C@@H](CCCCN(C)Cc2ccc(OC)cc2)N2C[C@H](c3ccccc3)N(CCc3ccc(Cl)c(Cl)c3)C(=O)C2=O)cc1 | -4 | 1 | -18 | 49* | -11 | 9 | 22 | 30
CCOc1ccc(NC(=O)c2cc3c(C)nc4ccccc4c3o2)cc1 | -7 | -3 | 13 | 17 | -10 | 0 | 11 | 5
N#C/C(=C\C=C\c1ccccc1)C(=O)NCc1ccco1 | -3 | 2 | -7 | 10 | -8 | -3 | 24 | 11
Cc1nn(Cc2ccc(F)cc2)c(C)c1NC(=O)c1cnn2cccnc12 | 0 | -3 | -2 | -23 | -15 | -3 | -15 | 11
CC(=O)N=c1c(C#N)cc2c(=O)n3cccc(C)c3nc2n1Cc1ccco1 | -38 | -8 | 3 | -2 | -11 | 8 | 30 | -418
C[C@@H]1C(=O)O[C@H](C)[C@H]1C[C@@H](O)[C@](C)(O)C1CC[C@@]2(O)C3=CC(=O)[C@@H]4C[C@@H](O)[C@@H](O)C[C@]4(C)C3CC[C@]12C (some centres not stated) | -2 | -8 | -11 | -1 | -9 | 2 | 7 | -8
Cc1occc1-c1nnc(SCC(=O)NC(C)(C)C)n1CC(C)C | 2 | -10 | -1 | 0 | -1 | -4 | 6 | 2
O=C(c1ccc(F)cc1)N1CCN(c2cc(=O)[nH]nc2-c2ccccc2)CC1 | 0 | -4 | -2 | 12 | 2 | 4 | -1 | 10
O=C1Nc2ccccc2SC(c2ccccc2)C1O (configuration not stated) | -1 | -8 | -6 | 16 | -14 | 1 | 45 | -1
Cc1ccc(NC(=O)CSc2ccc(S(=O)(=O)N3CCCC3)cn2)cc1F | 1 | -6 | -11 | 10 | -9 | -6 | 7 | -4
Next structures:
SMILES | SENP1 inh | SENP7 block | SENP8 block-1 | Apaf1 inhib | SENP6 inh | HKDC1 inh | PfG6PD inh | SENP8 block-2
Cc1nc2ccc(C(C(F)(F)F)(C(F)(F)F)C(F)(F)F)cc2[nH]1 | 1 | 3 | -6 | 5 | -4 | 16 | 25 | 34
COCCn1c(SCC(=O)N2CC(=O)Nc3ccccc32)nnc1-c1ccoc1C | -3 | 7 | 2 | -1 | 16 | -1 | -6 | 24
CCn1c(Cc2ccccc2)nnc1SCc1cccc(C(=O)O)c1 | 2 | 1 | 6 | 0 | 13 | 12 | -15 | 2
O=C(COc1ccc(S(=O)(=O)N2CCOCC2)cc1)N1CCCCCC1 | 1 | 6 | -5 | -4 | 6 | -10 | -8 | -1
O=C(C1=C[C@H](c2ccc(Br)cc2)C[C@H](OCc2ccc(CO)cc2)O1)N1CCN(Cc2ccc3c(c2)OCO3)CC1 | 1 | 0 | -3 | 19 | -11 | -2 | 19 | 7
CCC1=Nc2cc(C(=O)NCCCN3CCOCC3)ccc2Sc2ccccc21 | 2 | 13 | 2 | 1 | 11 | 1 | -3 | 13
Cc1ccc(CNC(=O)Nc2ccc(Cl)cc2)cc1 | 3 | 12 | -2 | 3 | -11 | 1 | 4 | 12
CCCn1cnc2sc(C(N)=O)c(C)c2c1=O | -7 | 2 | -1 | -5 | -12 | -10 | 8 | -25
CC1Cc2ccccc2N1CC(=O)NCc1ccccc1Cl (configuration not stated) | -4 | 9 | 6 | 0 | 2 | -13 | 4 | 7
CCN(CC)S(=O)(=O)c1csc(C(=O)NC2CCCCC2)c1 | 1 | -2 | 3 | 13 | -26 | -2 | -6 | -2
COC(=O)c1ccccc1NC(=O)/C=C/c1ccco1 | -2 | 8 | 17 | 7 | 35 | -2 | 1 | -32
Cc1cc(/C=C2/NC(=O)N(Cc3ccccc3F)C2=O)c(C)n1-c1ccccn1 | -24 | -7 | -6 | -6 | -17 | 1 | 0 | -235
O=C(Nc1nc2ccccc2s1)C1c2ccccc2Oc2ccccc21 | 0 | 4 | -7 | 19 | 0 | -3 | 10 | 10
CC(=O)CC(C)(C)n1nnc(-c2ccccc2)n1 | 2 | 1 | -2 | 0 | 7 | -6 | 2 | 11
O=C(Nc1ccc(F)cc1F)N1CCCN(c2ccc([N+](=O)[O-])cn2)CC1 | 0 | 0 | 10 | -18 | -4 | -3 | 3 | 2
Cc1ccccc1Cn1cc(NC(=O)c2cc(C3CC3)on2)cn1 | 3 | -2 | 5 | -14 | -27 | -7 | 4 | 30
Cc1ccc(-c2csc(-c3c[nH]c4ccccc34)n2)c(C)c1 | 2 | -2 | -5 | 13 | -1 | 1 | 57 | -124
CCSc1cnn(-c2ccccc2)c(=O)c1Cl | -1 | -9 | -9 | -2 | -10 | -2 | 6 | 7
CSc1nc(SCC(N)=O)c2c3c(sc2n1)CN(C)CC3 | -46 | 7 | 5 | 1 | 19 | 3 | 22 | -405
N#CCCN(C(=O)COC(=O)c1cc2ccccc2oc1=O)c1ccccc1 | 1 | -6 | -10 | 9 | -18 | 0 | -9 | -285
CCCCCC1=NN2C(=O)CC(=O)N=C2S1 | -38 | 4 | 2 | -10 | 0 | -2 | -16 | -3
COc1ccc2c(c1)c1ncn(CCN3CCCCC3)c(=O)c1n2C | 3 | 6 | -8 | 6 | 4 | -1 | 11 | -261
Cc1cc(C(=O)N/N=C2\CC(=O)CC(C)(C)C2)c(C)n1-c1ccccc1 | -31 | 16 | -2 | 7 | 17 | -1 | 2 | -32
O=C(c1cccc(Cl)c1)N(Cc1ccco1)C1CCS(=O)(=O)C1 (configuration not stated) | 3 | -7 | -1 | 6 | -14 | -7 | -11 | 2
O=C(Nc1c2c(nc3ccccc13)CCCC2)c1ccccc1F | -3 | 3 | -1 | -4 | -3 | -9 | -10 | 15
Cc1ccc(NC(=O)C2CC(O)CN2C(=O)OCc2ccccc2)c(C)c1 (configuration not stated) | 2 | -2 | 7 | 0 | 11 | -5 | -7 | 9
CCOC(=O)CC(=O)Nc1ncnc2c1C(c1ccccc1)c1c(ccc3ccccc13)O2 (configuration not stated) | -4 | -6 | -15 | 25 | -5 | 4 | 6 | -13
COc1cc(C2C3=C(COC3=O)Oc3cc4c(cc32)OCO4)cc(OC)c1OC (configuration not stated) | 0 | x | x | x | x | 1 | 2 | 44*
O=C(c1cc2ccccc2o1)N1CCN(c2ccccc2Cl)CC1 | 2 | 2 | 3 | 2 | -2 | 1 | 6 | 20

Compounds from the list above that have fluorine (8):
SMILES | SENP1 inh | SENP7 block | SENP8 block-1 | Apaf1 inhib | SENP6 inh | HKDC1 inh | PfG6PD inh | SENP8 block-2
Cc1csc2c(=O)sc(NC(=O)c3ccc(F)cc3)nc12 | -112 | 4 | -2 | 1 | -22 | -9 | 8 | -123
Cc1nn(Cc2ccc(F)cc2)c(C)c1NC(=O)c1cnn2cccnc12 | 0 | -3 | -2 | -23 | -15 | -3 | -15 | 11
O=C(c1ccc(F)cc1)N1CCN(c2cc(=O)[nH]nc2-c2ccccc2)CC1 | 0 | -4 | -2 | 12 | 2 | 4 | -1 | 10
Cc1ccc(NC(=O)CSc2ccc(S(=O)(=O)N3CCCC3)cn2)cc1F | 1 | -6 | -11 | 10 | -9 | -6 | 7 | -4
Cc1nc2ccc(C(C(F)(F)F)(C(F)(F)F)C(F)(F)F)cc2[nH]1 | 1 | 3 | -6 | 5 | -4 | 16 | 25 | 34
Cc1cc(/C=C2/NC(=O)N(Cc3ccccc3F)C2=O)c(C)n1-c1ccccn1 | -24 | -7 | -6 | -6 | -17 | 1 | 0 | -235
O=C(Nc1ccc(F)cc1F)N1CCCN(c2ccc([N+](=O)[O-])cn2)CC1 | 0 | 0 | 10 | -18 | -4 | -3 | 3 | 2
O=C(Nc1c2c(nc3ccccc13)CCCC2)c1ccccc1F | -3 | 3 | -1 | -4 | -3 | -9 | -10 | 15

One compound at a time, as listed above:
Cc1ccc(-c2csc(-c3c[nH]c4ccccc34)n2)c(C)c1 across the screens: SENP1 inh = 2; SENP7 block = -2; SENP8 block-1 = -5; Apaf1 inhib = 13; SENP6 inh = -1; HKDC1 inh = 1; PfG6PD inh = 57; SENP8 block-2 = -124
CC1Cc2ccccc2N1CC(=O)NCc1ccccc1Cl (configuration not stated) across the screens: SENP1 inh = -4; SENP7 block = 9; SENP8 block-1 = 6; Apaf1 inhib = 0; SENP6 inh = 2; HKDC1 inh = -13; PfG6PD inh = 4; SENP8 block-2 = 7
